From PubChem
NadD block – inhibitors of S. aureus NadD, primary screen, biochemical, colorimetric, uHTS; purified NadD enzyme, colorimetric absorbance read-out; inhibition, % at 20 µM; 360,000 compounds, 0.78% hits; in the data active = inhibition above about 26%; also: some compounds past the cut are filed as inactive
Neddylation inh – inhibitors of cullin neddylation, primary screen, biochemical, TR-FRET, uHTS, NAE and Ubc12; AID 651699, 2012; 360,000 compounds, 0.58% hits; NEDD8-conjugating enzyme Ubc12 (Homo sapiens) + NEDD8-activating enzyme E1 regulatory …; calls only at 25 µM; in the data active = inhibition above about 36%
Target sequence (P61081 whole entry, looked up): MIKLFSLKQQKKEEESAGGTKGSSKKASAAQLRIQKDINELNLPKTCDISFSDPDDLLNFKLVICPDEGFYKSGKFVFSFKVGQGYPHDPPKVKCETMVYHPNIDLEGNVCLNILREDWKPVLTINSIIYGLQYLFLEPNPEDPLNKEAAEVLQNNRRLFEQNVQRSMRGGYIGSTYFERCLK
Target sequence (Q13564 whole entry, looked up): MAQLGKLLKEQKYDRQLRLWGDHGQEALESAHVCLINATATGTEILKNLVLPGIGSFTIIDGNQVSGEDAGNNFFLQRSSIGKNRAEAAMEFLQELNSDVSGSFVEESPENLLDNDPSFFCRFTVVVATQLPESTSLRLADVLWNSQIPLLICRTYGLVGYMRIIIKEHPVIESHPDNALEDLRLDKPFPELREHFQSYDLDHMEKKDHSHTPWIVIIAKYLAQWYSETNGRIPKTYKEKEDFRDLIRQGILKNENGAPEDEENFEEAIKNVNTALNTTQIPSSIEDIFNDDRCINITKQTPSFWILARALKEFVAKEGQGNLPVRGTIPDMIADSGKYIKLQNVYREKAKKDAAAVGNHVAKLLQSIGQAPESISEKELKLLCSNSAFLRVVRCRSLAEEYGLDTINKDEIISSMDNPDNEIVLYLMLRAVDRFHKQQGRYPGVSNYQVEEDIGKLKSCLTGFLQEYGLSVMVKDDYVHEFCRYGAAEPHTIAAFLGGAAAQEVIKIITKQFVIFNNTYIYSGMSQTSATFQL
CSN inh – inhibitors of CSN-mediated cullin deneddylation, primary screen, biochemical, fluorescence polarization, uHTS | Purified CSN, SCF-Nedd8-OG deneddylation | inhibition, % at 12.5 µM | COP9 signalosome complex subunit 5 (Homo sapiens), Q92905 | 360,000 compounds, 0.38% hits;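 active = pattern-corrected inhibition above about 35%, with an unprinted fluorescence ratio check between 0.5 and 1.5, limit read from the data, passing the limit was not always enough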;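 also: 0% = enzyme with substrate and 100% = substrate without enzyme; some results filed as inactive read as strong as hits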
Target sequence (Q92905 whole entry, looked up, one chain of several): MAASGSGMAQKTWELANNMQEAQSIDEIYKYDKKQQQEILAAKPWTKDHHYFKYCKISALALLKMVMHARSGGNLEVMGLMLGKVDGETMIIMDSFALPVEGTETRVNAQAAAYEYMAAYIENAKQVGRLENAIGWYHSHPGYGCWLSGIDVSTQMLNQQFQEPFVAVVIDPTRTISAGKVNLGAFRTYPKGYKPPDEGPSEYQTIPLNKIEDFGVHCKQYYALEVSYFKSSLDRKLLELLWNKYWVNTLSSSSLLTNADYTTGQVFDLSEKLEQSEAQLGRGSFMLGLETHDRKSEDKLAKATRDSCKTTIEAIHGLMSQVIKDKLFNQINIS
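Detection – fluorescence polarization · System – HEK293T-derived human Csn5 enzyme · Controls – substrate-only high control, full reaction low control · Timing – 90 min, room temperature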
Scp1 inh – Scp-1 phosphatase inhibitors, primary screen, biochemical, colorimetric, uHTS; inhibition, % at 20 µM; Recombinant Scp1, phosphopeptide, malachite green phosphate absorbance; 340,000 compounds, 0.88% hits; Carboxy-terminal domain RNA polymerase II polypeptide A small phosphatase 1 (Homo …; AID 493091, 2011;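 active = inhibition above about 50% at 20 µM, limit read from the data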;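 also: plate controls were DMSO wells with enzyme for no effect and wells lacking enzyme for full effect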
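Test system: SCP-1 phosphatase catalytic domain, residues 76-261 | Compound dosing: One concentration, 20 µM, with 1.0% DMSO | Schedule: 45 min room-temperature reaction, 5 min colour, 30 min stabiliser | Detection: Absorbance at 630 nm | Read-out basis: % inhibition of SCP-1 phosphate liberation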
SUMO1-SIM PPI – modulators of SUMO1 protein-protein interactions, primary screen, biochemical, uHTS. Small ubiquitin-related modifier 1 (Homo sapiens), P63165. SUMO1 binding to a labelled peptide, TR-FRET, 1 h. inhibition, % at 20 µM. 360,000 compounds, 0.33% hits. AID 602429, 2012; in the data active = inhibition above about 37%
STEP inh – STEP phosphatase inhibitors, primary screen, biochemical, fluorescence intensity, uHTS; Tyrosine-protein phosphatase non-receptor type 5 (Homo sapiens), P54829; recombinant STEP, OMFP fluorogenic substrate; inhibition, % at 20 µM; 360,000 compounds, 0.25% hits;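 active = inhibition at 20 µM, scaled per plate between control wells, above about 37%, limit read from the data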;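 also: 0% = DMSO with enzyme and substrate and 100% = substrate only without enzyme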
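Material: STEP (striatal-enriched tyrosine phosphatase) enzyme, cell-free; Compound dosing: 20 µM single dose in 1% DMSO; Technique: fluorescence read at 480 nm ex / 540 nm em; Times: reaction 20 min, ambient temperature; Medium: 50 mM Bis-Tris pH 6.0 with 2.5 mM DTT and 0.005% Tween 20; Also added: OMFP at 25 µM.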
Rpn11 inh – Rpn11 (PSMD14) deubiquitinase inhibitors, primary screen, biochemical, fluorescence polarization, uHTS. human 26S proteasome, Ub4-pepOG fluorescence polarization; 20S core pre-blocked with epoxomicin. 360,000 compounds, 0.59% hits. AID 588493, 2011. 26S proteasome non-ATPase regulatory subunit 14 (Homo sapiens), O00487. calls only at 20 µM;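 active = inhibition at 20 µM, scaled to each plate's controls, above about 33%, limit read from the data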
Rin1-Abl PPI inh – inhibitors of Rin1-Abl protein binding, primary screen, biochemical, TR-FRET; inhibition, % at 7.35 µM; 360,000 compounds, 0.4% hits; in the data active = inhibition above about 5%, passing the limit was not always enough
LMPTP inh – LMPTP phosphatase inhibitors, primary screen, biochemical, fluorescence intensity, uHTS; Low molecular weight phosphotyrosine protein phosphatase (Homo sapiens), P24666; recombinant LMPTP-A, OMFP fluorogenic substrate; inhibition, % at 20 µM; 360,000 compounds, 0.22% hits;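 active = compounds that cut the enzyme signal by at least half of the control window in the single-dose screen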;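 also: plate controls were DMSO wells with enzyme plus substrate for no effect and substrate without enzyme for full effect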
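Assay system: LMPTP-A enzyme. Input: 0.625 nM LMPTP-A final. Probe or stimulus: 400 µM OMFP. Compound dosing: single 20 µM dose. Schedule: 50 min dark incubation at room temperature. Detection: fluorescence intensity of OMFP turnover product. Read-out: percent inhibition versus substrate-only and uninhibited controls. Benchmarks: no-enzyme low control, uninhibited high control.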
DNMT1 block – human DNMT1 methyltransferase inhibitors, primary screen, biochemical, molecular beacon, fluorescence, HinP1I cleavage, uHTS; inhibition (reported as % activation of signal), % at 10 µM; 360,000 compounds, 0.83% hits; AID 588458, 2011; in the data active = inhibition above about 50%
* marks the source's active call; other numbers are inactive results; i = inactive; . = no result given.

SMILES	NadD block	Neddylation inh	CSN inh	Scp1 inh	SUMO1-SIM PPI	STEP inh	Rpn11 inh	Rin1-Abl PPI inh	LMPTP inh	DNMT1 block
O=C(Nc1ccccc1)Nc1ccc(-n2ccc(C(F)(F)F)n2)cc1	-6	i	5	-7	4	2	i	1	0.8	1
CC(=O)c1ccc(OCCCC(=O)Nc2cc(S(=O)(=O)N(C)C)ccc2C)cc1	-7	i	-3	-8	7	2	i	0	-2.5	10
O=S(=O)(c1ccc(Cl)cc1)c1cnc2ccccc2n1	-7	i	-3	-7	-8	0	i	0	-0.9	3
COC(=O)[C@]1(C)N[C@H](CN(C)S(=O)(=O)c2ccccc2)[C@@H]2C(=O)N(C)C(=O)[C@@H]21	-3	i	-7	-5	2	4	i	.	-0.8	5
CCOC(=O)c1cnn(-c2ccccc2)c1N	-3	i	-3	0	3	-4	i	6	-0.2	-1
Cc1nc(SCC(=O)NC(C)c2ccccc2)c2oc3ccccc3c2n1 (stereo not drawn)	5	i	7	-18	-9	0	i	-6	-1.3	0
CCCCCC(=O)N1CC2(CC(c3cccc(NC(=O)c4ccccc4)c3)=NO2)C[C@@H]1C(N)=O (stereo partly drawn)	1	i	3	1	3	-1	i	0	3.6	18
Cc1nc(-c2ccc(C(=O)Nc3ccccc3F)cc2)cs1	6	i	0	-3	1	1	i	0	0.5	1
Cc1ccc(NS(=O)(=O)c2ccc(NC(=O)C3CCCO3)cc2)cc1 (stereo not drawn)	-3	i	4	-7	4	-1	i	0	-0.2	-10
Cn1c2c(c(=O)n(C)c1=O)C(NS(=O)(=O)c1ccccc1)(C(F)(F)F)C(=O)N2 (stereo not drawn)	0	i	-4	7	-2	0	i	0	-1.9	2
CCCNc1c(NS(=O)(=O)c2ccc(Br)cc2)c(=O)oc2ccccc12	0	i	-3	-10	2	-1	i	-1	0.2	2
CN(C)CCNC(=O)c1[nH]nc2c1CCc1ccccc1-2	-1	i	-1	-9	-4	0	i	0	0.2	-2
COc1cc2c(cc1OC)C(C)N(C(=O)c1cc3c(s1)-c1ccccc1OC3)CC2 (stereo not drawn)	-1	.	-1	-12	-16	2	i	-6	6.5	-5
O=C(Nc1ccc(S(=O)(=O)N2CCc3ccccc3C2)cc1)c1ccccc1	-3	i	6	-14	-3	0	i	-4	3.4	-6
CC(C)c1nnc(NC(=O)CSc2nnc(-c3ccco3)o2)s1	-9	i	-2	-5	5	4	i	2	-1.8	-2
COC(=O)c1c(NC(=O)C2CCCO2)sc2c1CCC2 (stereo not drawn)	-10	i	2	-6	2	-5	i	-3	0.4	-1
Cc1ccc(S(=O)(=O)NCCC(=O)Nc2cc(F)ccc2C)cc1C	-4	i	-7	-2	-1	1	i	2	0.7	-2
CC1CC(=O)N(c2ccc(Br)cc2)C(=O)C1	-4	i	4	-7	-3	-1	i	-1	0.2	-1
O=C(COc1ccccc1[N+](=O)[O-])Nc1ccc2c(c1)CCC2	-4	i	-2	-10	-8	-2	i	3	1.1	-29
COc1ccc(CNC(=O)CSc2n[nH]c(C)c2[N+](=O)[O-])cc1	-2	i	3	-6	-2	-2	i	-1	0.5	8
CC(=O)Nc1nnc(SCC(=O)NCC2CCCO2)s1 (stereo not drawn)	5	i	1	11	4	1	i	1	-1.8	0
COc1ccc(S(=O)(=O)N2CCOCC2)cc1NC(=O)CSc1nnc(C2CC2)n1C1CC1	-6	i	1	-7	0	3	i	3	-0.6	0
COc1ccccc1C(=O)NCCC(=O)NCC(C)(C)N1CCOCC1	0	i	1	-2	2	-3	i	-2	-0.3	-1
COc1cc(/C=C/C(=O)O)cc(S(=O)(=O)Nc2cc(C(F)(F)F)ccc2N2CCOCC2)c1OC	1	i	8	-10	1	-3	i	1	-0.3	3
CSc1nc2nc(C)c(CCC(=O)OCC(=O)Nc3ccc(F)cc3)c(C)n2n1	-3	i	7	-3	1	1	i	1	0.6	0

Structural class, those above containing two or more sulfur atoms
SMILES	NadD block	Neddylation inh	CSN inh	Scp1 inh	SUMO1-SIM PPI	STEP inh	Rpn11 inh	Rin1-Abl PPI inh	LMPTP inh	DNMT1 block
CC(C)c1nnc(NC(=O)CSc2nnc(-c3ccco3)o2)s1	-9	i	-2	-5	5	4	i	2	-1.8	-2
CC(=O)Nc1nnc(SCC(=O)NCC2CCCO2)s1 (stereo not drawn)	5	i	1	11	4	1	i	1	-1.8	0
COc1ccc(S(=O)(=O)N2CCOCC2)cc1NC(=O)CSc1nnc(C2CC2)n1C1CC1	-6	i	1	-7	0	3	i	3	-0.6	0

Further records.
SMILES	NadD block	Neddylation inh	CSN inh	Scp1 inh	SUMO1-SIM PPI	STEP inh	Rpn11 inh	Rin1-Abl PPI inh	LMPTP inh	DNMT1 block
Cc1cc(C)cc(N2CC(C(=O)NC3CCCCC3)CC2=O)c1 (stereo not drawn)	-4	i	1	-3	4	-2	i	0	-1.0	0
O=C(NN=C1CCCC1)c1sc2ccccc2c1Cl	-4	i	5	-7	-2	-2	i	-1	-0.8	-2
Cc1ccc(CN2C(=O)c3ccccc3C2c2nnnn2-c2ccc3c(c2)OCCO3)cc1 (stereo not drawn)	-4	i	-4	.	6	.	.	.	0.2	.
Cc1csc(NC(=O)CSC2=NCCS2)n1	-4	i	5	-6	-1	-1	i	2	0.2	-3
COc1ccc(C(CC(=O)Nc2ccc(F)cc2)c2ccccc2)cc1 (stereo not drawn)	-5	i	-4	-16	1	4	i	-2	2.3	-4
CC(C)(CSc1ccccn1)NS(=O)(=O)c1ccc(Cl)cc1	-3	i	-13	0	-4	0	i	-3	1.6	-4
CC(C)C(=O)Nc1ccc(-c2nc3ccccc3c(=O)o2)cc1	-10	i	0	-7	-10	0	i	-2	-0.7	-4
Cc1ccc(NCc2nnc(SCC(=O)N(Cc3ccccc3)C(C)(C)C)o2)c(C)c1	-8	i	5	6	-2	15	i	0	2.9	-3
COc1cccc2cc(C(=O)NCc3ccccn3)c(=O)oc12	3	i	-1	-6	-23	0	i	-4	-1.6	0
CCCn1c(CC)nc([N+](=O)[O-])c1Sc1ccc(F)cc1	1	i	-4	-3	-12	-1	i	1	0.3	6
Cc1cc(C)cc(NC(=O)C(=O)NCc2ccccn2)c1	-2	i	-14	-1	-1	1	i	-2	-1.2	4
COc1ccccc1N(CC(=O)N/N=C/c1ccccc1C(=O)O)S(C)(=O)=O	-3	i	7	11	0	0	i	-1	-1.7	0
Cc1ccccc1OCCCCCNCCO	-6	i	-6	2	-3	1	i	-1	1.7	-14
O=C(NCc1ccco1)c1cc(-c2ccco2)on1	-7	i	3	40	-3	1	i	6	0.1	1
COc1ccc(NC(=O)N(C)C[C@H]2Oc3ccc(NS(=O)(=O)c4cn(C)cn4)cc3C(=O)N([C@H](C)CO)C[C@@H]2C)cc1	-4	i	-3	4	1	-1	i	-4	-1.7	5
c1ccc(C(c2nnnn2Cc2ccco2)N2CCN(c3nc4ccccc4s3)CC2)cc1 (stereo not drawn)	6	i	0	1	1	2	i	3	5.7	-7
Cc1nnc(SCc2cn3ccsc3n2)n(N)c1=O	-2	i	-2	24	-1	-6	i	-1	-2.7	-1
CCC1Nc2ncnc(N3CCN(c4ccccc4)CC3)c2N(Cc2ccc(OC)cc2)C1=O (stereo not drawn)	6	i	7	0	4	-2	i	0	0.5	-11
CC1(C)OC(=O)C2=C(C[C@@H](C3CC3)O[C@H]2c2ccc(Cl)cc2)O1	-7	i	0	.	4	.	.	.	-0.1	.
O=[N+]([O-])c1ccc(-n2nnnc2-c2ccccc2)cc1	5	i	2	-7	-24	0	i	-4	-1.1	1
CCOc1ccc(N=C2SCCCN2C(=O)c2c(CC)noc2C)cc1	-3	i	5	-5	2	-2	i	1	-0.6	-1
C[C@H]1NS(=O)(=O)c2ccc(Br)cc2O[C@H]1c1ccccc1	0	i	-6	-7	1	1	i	-2	1.6	6
COc1cc(C2NC(=O)NC(O)(C(F)(F)F)C2C(=O)c2ccc(Cl)cc2)ccc1O (stereo not drawn)	-2	i	1	-5	-1	-3	i	-1	-1.8	-1
O=C(COc1ccc(Br)cc1Cl)NCCCN1CCOCC1	4	i	-2	-8	-5	-2	i	3	-0.6	1
COc1cc2oc(=O)cc(-c3ccc(-c4ccc(O)cc4)cc3)c2c(OC)c1OC	-7	i	-2	-4	-27	-2	i	-4	1.7	-22
COc1ccc(C(=O)OCC(N)=O)cc1[N+](=O)[O-]	2	i	-5	-1	-13	0	i	0	-0.4	3

Ordered by number of heavy atoms (low to high): part of the list above.
SMILES	NadD block	Neddylation inh	CSN inh	Scp1 inh	SUMO1-SIM PPI	STEP inh	Rpn11 inh	Rin1-Abl PPI inh	LMPTP inh	DNMT1 block
CC(C)(CSc1ccccn1)NS(=O)(=O)c1ccc(Cl)cc1	-3	i	-13	0	-4	0	i	-3	1.6	-4
COc1cccc2cc(C(=O)NCc3ccccn3)c(=O)oc12	3	i	-1	-6	-23	0	i	-4	-1.6	0
COc1cc(C2NC(=O)NC(O)(C(F)(F)F)C2C(=O)c2ccc(Cl)cc2)ccc1O (stereo not drawn)	-2	i	1	-5	-1	-3	i	-1	-1.8	-1

Given bar-delimited: 5 of the compounds above
molecule | NadD block | Neddylation inh | CSN inh | Scp1 inh | SUMO1-SIM PPI | STEP inh | Rpn11 inh | Rin1-Abl PPI inh | LMPTP inh | DNMT1 block
COc1ccc(NC(=O)N(C)C[C@H]2Oc3ccc(NS(=O)(=O)c4cn(C)cn4)cc3C(=O)N([C@H](C)CO)C[C@@H]2C)cc1 | -4 | i | -3 | 4 | 1 | -1 | i | -4 | -1.7 | 5
C[C@H]1NS(=O)(=O)c2ccc(Br)cc2O[C@H]1c1ccccc1 | 0 | i | -6 | -7 | 1 | 1 | i | -2 | 1.6 | 6
CCCn1c(CC)nc([N+](=O)[O-])c1Sc1ccc(F)cc1 | 1 | i | -4 | -3 | -12 | -1 | i | 1 | 0.3 | 6
O=C(NCc1ccco1)c1cc(-c2ccco2)on1 | -7 | i | 3 | 40 | -3 | 1 | i | 6 | 0.1 | 1
Cc1csc(NC(=O)CSC2=NCCS2)n1 | -4 | i | 5 | -6 | -1 | -1 | i | 2 | 0.2 | -3

No enrichment for hits; about 3.8% have a hit in one of these screens.
